S100A4 inh HTS – inhibitors of S100A4-myosin IIA peptide binding, primary screen, biochemical, fluorescence polarization, TAMRA-MyoIIA peptide | Protein S100-A4 (Homo sapiens), P26447 | inhibition, % at 10.7 µM | 360,000 compounds, 0.14% hits;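 active = mean inhibition of at least 70% across replicates, with every replicate also reaching that level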
Target sequence (P26447 whole entry, looked up): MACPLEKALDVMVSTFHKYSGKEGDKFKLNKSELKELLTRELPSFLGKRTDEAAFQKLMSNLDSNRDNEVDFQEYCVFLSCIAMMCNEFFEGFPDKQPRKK
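Test system: S100A4 monomer protein. Medium: HEPES buffer with Ca2+, pH 7.2. Reagent: fluorescent myosin IIA peptide, 5 nM. Compound dosing: single-point compound testing. Timing: 5 min between mix addition and reading. Benchmarks: DMSO neutral and TFP positive wells.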
Statin myotox sup – suppressors of statin myotoxicity in C2C12 myotubes, primary screen, cell-based, single point, plate reader; C2C12 myotubes + simvastatin, ATP luminescence, 48 h; scaled: DMSO 0, geranylgeraniol control 100; rescue of ATP level, % at 7.49 µM; 330,000 compounds, 0.78% hits;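 active = mean ATP rescue above about 67%, or every replicate alone reaching that limit, limit read from the data, passing the limit was not always enough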;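 note: myotubes were challenged with 10 µM simvastatin during compound exposure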
Casp6 inh – human caspase-6 inhibitors, primary screen, biochemical, VEID-R110 fluorescence, single point, set 2; purified caspase-6, Z-VEID-R110 cleavage fluorescence; inhibition, % at 12.5 µM; 350,000 compounds, 0.53% hits; P55212;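 active = mean inhibition across replicates at least about 35%, with every replicate also reaching that limit, limit read from the data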;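 note: 0% = median of neutral control wells and 100% = no fluorescence left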
Target sequence (P55212 24-179 limits assumed): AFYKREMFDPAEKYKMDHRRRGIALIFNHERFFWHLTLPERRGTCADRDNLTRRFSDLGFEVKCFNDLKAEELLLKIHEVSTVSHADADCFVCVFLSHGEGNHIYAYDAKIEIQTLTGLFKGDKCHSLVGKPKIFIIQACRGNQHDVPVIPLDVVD
Target sequence (P55212 194-293 limits assumed): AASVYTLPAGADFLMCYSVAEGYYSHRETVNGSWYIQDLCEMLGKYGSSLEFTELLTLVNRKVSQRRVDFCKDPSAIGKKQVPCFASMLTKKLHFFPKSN
FN deposit inh – inhibitors of fibronectin matrix deposition, primary screen, AH1F cells, Alexa488-fibronectin fluorescence, plate reader; 350,000 compounds, 0.086% hits; AH1F fibroblasts, overnight; inhibition, % at 12.6 µM;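 active = mean inhibition across replicates of 30% or more, regardless of how many single replicates reach that level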;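 note: positive control wells lacked labelled fibronectin entirely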
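Material: AH1F fibroblast monolayer depositing Alexa488-labelled fibronectin into matrix | Input: 10000 AH1F cells/well | Medium: DMEM plus 2% serum, read in PBS | Reagent: Alexa488-fibronectin, 24 nM final in well | Compound dosing: One dose per compound, pinned | Schedule: 1 h adhesion, overnight exposure | Measured by: Fluorescence at 485 nm excitation, 525 nm emission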
SIRT5 block – SIRT5 desuccinylase inhibitors, primary screen, biochemical, fluorescence imaging, single point, set 5. NAD-dependent protein deacylase sirtuin-5, mitochondrial (Homo sapiens), Q9NXA8. Purified SirT5, succinyl-peptide AMC, trypsin-coupled fluorescence. inhibition, % at 15 µM. 330,000 compounds, 1.1% hits. AID 652115, 2013; in the data active = inhibition above about 15%
Target sequence (Q9NXA8 whole entry, looked up): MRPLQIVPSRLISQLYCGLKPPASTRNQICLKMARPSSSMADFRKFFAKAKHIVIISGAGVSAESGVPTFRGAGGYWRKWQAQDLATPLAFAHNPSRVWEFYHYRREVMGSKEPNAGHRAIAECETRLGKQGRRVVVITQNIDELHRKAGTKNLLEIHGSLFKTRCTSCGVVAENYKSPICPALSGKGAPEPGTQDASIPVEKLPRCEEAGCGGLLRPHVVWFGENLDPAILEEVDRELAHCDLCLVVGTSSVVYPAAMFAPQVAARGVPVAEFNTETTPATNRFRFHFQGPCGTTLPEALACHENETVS
esBAF inh – Bmi1 luciferase reporter increase in mESCs, primary screen, esBAF inhibitor project, mouse ES cells, Bmi1 luciferase knock-in, single point; 24 h; 100% = twice the neutral-well signal; reporter increase, % at 12.5 µM; 350,000 compounds, 2% hits; AID 602393, 2012; in the data active = activation above about 40%;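 note: 0% = median of the plate's neutral control wells and 100% = double that signal; a rise in the Bmi1 reporter signal indicates esBAF inhibition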
LGR2 antag – inhibitors of bursicon-induced LGR2 CRE-luciferase signal, primary screen, cell-based, HEK293, CRE-luciferase reporter, bursicon stimulation; Drosophila bursicon receptor LGR2 (rickets); bursicon-stimulated, 4 h; inhibition, % at 9.99 µM; 380,000 compounds, 0.35% hits;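 active = drop in luminescence signal, shown as inhibition above about 50% in the replicate tests, limit read from the data, passing the limit was not always enough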;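 note: agonist challenge used bursicon conditioned medium at about half maximal strength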
Active calls of the source: *; . = no result given; & = joins results of further samples. This is a subset; count on the stated rates, not on these rows.

SMILES	S100A4 inh HTS	Statin myotox sup	Casp6 inh	FN deposit inh	SIRT5 block	esBAF inh	LGR2 antag
CC(C)(C)NC(=O)C(c1cccc2ccccc12)n1c(=O)c(-c2ccccc2)nc2ccccc21 (configuration not stated)	8.5	.	-2.5	-3.8	0.5	.	0.0
CCN(Cc1ccccc1)C(=O)c1ccc2c(=O)n3c(nc2c1)CCC3	-11.2	-8.8	-7.2	-1.3	11.3	10.0	-11.6
CCCCc1nnc(NC(=O)c2oc3ccc(OC)cc3c2C)s1	-3.7	1.3	7.7	-1.6	-3.7	28.5	5.4
O=C(Cn1cc(S(=O)(=O)N2CCCC2)c(S(=O)(=O)N2CCCC2)c1)NCc1ccco1	-4.6	-2.3	5.3	1.7	-0.6	-2.9	1.6
O=C(CCC(=O)N1CCN(c2ccc(F)cc2)CC1)c1ccc(F)cc1	-1.9	.	-2.5	0.0	-1.2	.	-2.3
COc1ccc(/C=N/NC(N)=S)cc1OC(=O)c1ccccc1	.	-23.6	.	0.3	.	7.5	.
CC(C)(C)NC(=O)C(=O)NNC(=O)c1cccc(F)c1	-4.5	.	-3.1	-17.5	-1.1	.	-20.0
Cc1cc(Oc2ccc(Cl)cc2)nc(-c2ccccn2)n1	0.8	.	1.5	-9.5	-1.1	.	2.0
CC(C)CN(CC(C)C)S(=O)(=O)N1CCC(C(=O)NCCc2ccc(Cl)cc2)CC1	1.3&-22.2	-11.4	-0.4&1.0	.	16.1*	-0.3	15.1&-2.7
CCOC(=O)c1sc2nc(C)nc(Nc3ccc(OC)c(OC)c3)c2c1C	-4.3	.	-2.4	-3.9	-3.7	.	6.5
O=S1(=O)CC(N2CC=CC2)CN1Cc1ccc(F)cc1 (configuration not stated)	1.5	-1.9	-2.2	-12.6	-7.2	2.5	-17.9
COc1ccccc1C(=O)c1ccccc1C(=O)c1ccccc1	-1.0	-2.3	-2.7	-7.8	.	1.2	11.9
CCN(C(=O)COc1cc(OC)ccc1C(C)=O)C1CCS(=O)(=O)C1 (configuration not stated)	3.4	10.6	1.1	0.1	-3.2	3.8	-1.6
COc1ccc(-c2csc(NC(=S)NC(=O)c3ccccc3)n2)cc1Br	7.2	19.8	-0.1	2.5	1.3	-0.4	-15.0
C[C@H]1CCCCO[C@@H](CN(C)C(=O)CCC(F)(F)F)[C@@H](C)CN([C@@H](C)CO)C(=O)c2cc(NS(=O)(=O)c3cn(C)cn3)ccc2O1	18.2	.	0.5	.	-3.3	5.5	-9.3
C[C@@H]1CCCCO[C@@H](CN(C)C(=O)C2CCCCC2)[C@H](C)CN([C@H](C)CO)C(=O)c2cc(NC(=O)NC3CCCCC3)ccc2O1	-0.4	-91.6	13.3	-5.3	5.0	14.6	2.1
CO[C@@H]1CN(C)C(=O)c2ccc(NC(C)=O)cc2OC[C@H](C)N(C(=O)C2CCC2)C[C@@H]1C	9.0	4.4	1.4	7.5	1.7	3.0	1.6
CCCC(=O)c1ccc(N2CCN(S(=O)(=O)c3ccc(C)cc3)CC2)c(F)c1	-1.4	.	0.3	.	-0.8	.	-11.0
Cc1cc(=O)oc2cc(OC(C)C(=O)NCCCn3ccnc3)ccc12 (configuration not stated)	-2.5	3.0	-3.0	-2.8	-5.3	-4.5	-3.2
C/C(=N\NC(=O)c1cccc(S(=O)(=O)N2CCCC2)c1)c1cccs1	2.6	.	1.2	.	1.1	.	-10.1
COc1ccc(S(=O)(=O)Nc2ccc3c(c2)C(=O)N([C@H](C)CO)C[C@@H](C)[C@@H](CN(C)C(=O)Cc2ccccc2)OCCCC[C@@H](C)O3)cc1	-0.4	.	-1.7	.	1.9	4.5	26.0
Cn1cnc([N+](=O)[O-])c1Sc1ncccc1N	.	-0.4	.	-7.5	.	-7.7	.
CCCNC(=O)N[C@H]1CC[C@H](CCn2cc(C3CCCC3)nn2)O[C@H]1CO	7.2	3.6	-2.6	-0.3	0.1	0.3	-0.3
O=S(=O)(c1ccccc1)N1CCN(C(=S)NCCCN2CCOCC2)CC1	5.4	-0.9	0.7	-6.5	-2.5	-2.7	-4.3

Arranged by SMILES length (ascending): five of the compounds above.
SMILES	S100A4 inh HTS	Statin myotox sup	Casp6 inh	FN deposit inh	SIRT5 block	esBAF inh	LGR2 antag
Cn1cnc([N+](=O)[O-])c1Sc1ncccc1N	.	-0.4	.	-7.5	.	-7.7	.
O=S(=O)(c1ccccc1)N1CCN(C(=S)NCCCN2CCOCC2)CC1	5.4	-0.9	0.7	-6.5	-2.5	-2.7	-4.3
CCN(C(=O)COc1cc(OC)ccc1C(C)=O)C1CCS(=O)(=O)C1 (configuration not stated)	3.4	10.6	1.1	0.1	-3.2	3.8	-1.6
CCCC(=O)c1ccc(N2CCN(S(=O)(=O)c3ccc(C)cc3)CC2)c(F)c1	-1.4	.	0.3	.	-0.8	.	-11.0
COc1ccc(S(=O)(=O)Nc2ccc3c(c2)C(=O)N([C@H](C)CO)C[C@@H](C)[C@@H](CN(C)C(=O)Cc2ccccc2)OCCCC[C@@H](C)O3)cc1	-0.4	.	-1.7	.	1.9	4.5	26.0

Next records follow:
SMILES	S100A4 inh HTS	Statin myotox sup	Casp6 inh	FN deposit inh	SIRT5 block	esBAF inh	LGR2 antag
CCN1C(=O)N(C(C)=O)C2C1N(C(C)=O)C(=O)N2C(C)=O (configuration not stated)	1.0	.	1.0	-6.3	-1.2	.	4.7
CCCN(C(=O)CSc1ncnc2sccc12)c1c(N)n(Cc2ccccc2)c(=O)[nH]c1=O	-2.2	17.6	4.5	2.3	0.1	1.6	4.6
O=C(NCc1ccccc1OC(F)(F)F)C1CCC(=O)N(Cc2cccc(F)c2)C1 (configuration not stated)	-11.4	16.6	2.5	-1.2	-0.7	6.4	10.8
COC(=O)c1ccc2c(=O)n3c(nc2c1)SCC(c1ccccc1)=N3	-0.2	3.8	-0.8	-3.8	1.3	27.4	-4.2
CC(=O)c1c(C)[nH]c(C(=O)CN2CCN(S(=O)(=O)c3ccccc3F)CC2)c1C	8.1	-9.5	-1.2	-6.6	-1.5	-24.5	4.3
O=C(C[C@@H]1CC[C@H]2[C@@H](COC[C@H](O)CN2Cc2ccc3c(c2)OCO3)O1)N1CCCCC1	4.9	-32.8	0.1	-31.7	0.6	-1.6	-22.3
CCCCCN(C(=O)CCC(=O)OCC(=O)N(C)C1CCCCC1)c1c(N)n(CCCC)c(=O)[nH]c1=O	-3.5	.	-3.2	-2.3	4.5	.	-2.3
Cc1ccc(NC(=O)CSCC(=O)NC2=NCCS2)cc1	-3.4	0.3	-4.7	2.6	-3.5	0.1	-12.6
CCCNC(=O)C[C@@H]1CC[C@H]2[C@@H](COC[C@H](O)CN2Cc2ccncc2)O1	2.6	3.7	-2.6	-3.2	0.0	0.1	8.6
COCCN1C(=O)N[C@@H](CCc2ccccc2)[C@H](C(=O)OC)[C@H]1C	-14.2	-11.0	-5.0	-1.7	1.9	5.7	26.6
COC(=O)[C@@H]1[C@@H](CO)[C@@H]2Cn3c(ccc(-c4cncnc4)c3=O)[C@@H]2N1CCC(F)(F)F	-6.9	.	2.8	-6.0	-6.2	.	-36.5
COc1ccc(C)cc1Nc1n[n+](-c2ccccc2)c(-c2c(OC)ccc3ccccc23)s1	-1.4	-153.5	9.3	14.8	.	-39.6	44.2
Cc1cccc2sc(NNC(=O)c3ccc(S(=O)(=O)N4CC(C)CC(C)C4)cc3)nc12 (configuration not stated)	1.5	63.7	0.2	8.5	-1.1	-60.2	46.1
O=C(Cn1nc(-c2ccccc2)ccc1=O)Nc1ccc(N2CCN(C(=O)c3cccs3)CC2)cc1	-9.4	.	0.0	12.4	1.2	.	22.4
COCC(=O)N(C)[C@H]1C[C@H]2c3cc(N4CCN(C)CC4)ccc3CCN2C(=O)[C@H]1[C@H](C)O	-7.8	-14.5	-3.2	0.7	-1.6	-1.2	0.3
COc1cccc(C(NC(C)=O)c2nc(/C=C/c3ccccc3)cs2)c1 (configuration not stated)	-8.9	0.3	0.6	4.3	.	6.1	-1.2
O=C(COc1cccc(Br)c1)N/N=C1\CCCc2ccccc21	1.4	-5.4	0.2	1.7	-1.9	5.9	4.8
COc1ccc(-c2cc(C(=O)OCC(=O)NC3CC3)c3ccccc3n2)cc1	0.4	-1.7	-3.2	-9.2	-5.5	19.9	-13.9
O=C(N[C@H](C(=O)N1CCC[C@H]1C(=O)NCCc1ccccc1Cl)C1CCCCC1)c1ccc(Cl)c(Cl)c1	-0.2	.	-4.4	-14.1	-0.3	.	-6.9
Cc1c(-c2ccccc2)c(=O)oc2ccc(O)cc12	-2.8	3.0	-4.2	-1.5	-3.5	8.0	-4.7
O=S(=O)(NC1CCCCC1Oc1ccccc1)c1ccccc1 (configuration not stated)	0.8	.	2.8	-2.7	0.0	.	9.5
COc1ccc2cc(C(=O)C3CCCN(C(=O)c4cccnc4)C3)ccc2c1 (configuration not stated)	0.0	-2.5	-4.1	-2.3	-23.5	8.1	-20.5
COc1cccc(/C=C/C(=O)NNC(=O)c2cc(C)oc2C)c1	0.3	2.5	0.8	3.3	0.8	3.5	24.8
Cc1ccc2cc(CN(CC3CCCO3)C(=O)c3cccs3)c(=O)[nH]c2c1 (configuration not stated)	1.4	10.2	4.9	4.9	0.7	-0.9	8.6
O=C(NCc1ccccc1Cl)C(=O)NCC1OCCCN1S(=O)(=O)c1cccs1 (configuration not stated)	-3.7	6.4	-5.0	.	2.6	-4.8	-8.9
Cn1cnnc1SCC(=O)Nc1nc(-c2ccc(F)cc2)cs1	5.9	.	5.1	0.3	0.1	.	-10.4
CSc1nc(-c2cccs2)c(C#N)c(=O)[nH]1	-7.2	.	0.3	-7.0	-2.1	.	-16.6
COCCNC(=O)C1(C)CCCN(C(=O)c2ccccc2C(F)(F)F)C1 (configuration not stated)	-0.7	-1.3	2.8	-0.8	1.4	-4.8	-1.0
Cc1c(NC(=O)COC(=O)c2c3c(nc4ccccc24)CCCC3)c(=O)n(-c2ccccc2)n1C	2.5	.	-4.0	-7.0	0.0	.	-3.2
C[C@H](CO)N1C[C@H](C)[C@H](CN(C)S(=O)(=O)c2ccc(Cl)cc2)Oc2ccc(NC(=O)CCCN(C)C)cc2C1=O	-0.9	-3.0	1.9	.	2.7	1.7	-4.2
Cc1ccc([C@@H]2CC(=O)[C@@H]3CN(S(=O)(=O)c4ccc(C)cc4)[C@H](c4ccccc4)C[C@@H]3N2S(=O)(=O)c2ccc(Cl)cc2)cc1	-22.0	-0.7	-2.1	0.6	-0.3	0.3	-12.8
CN(Cc1nc(-c2ccncc2)no1)S(=O)(=O)c1ccccc1	.	-3.5	.	.	.	-0.4	4.0
O=C(c1cc(Sc2ccc(Cl)cc2)nc2ccccc12)N1CCN(c2ccccn2)CC1	-2.1	-2.1	-0.8	3.3	-2.2	-0.4	-14.0
NC(=O)COC(=O)c1cc(Cl)cc(Cl)c1N	21.1	5.8	-1.5	6.9	-16.2	-1.9	-2.7
CCOc1ccc(NC(=O)COC(=O)Cn2cnc3ccccc32)cc1	5.8	0.1	2.2	5.0	0.8	-1.8	.
C[C@H]1CN([C@@H](C)CO)C(=O)Cc2cc(NC(=O)Cc3cn(C)c4ccccc34)ccc2O[C@H]1CN(C)Cc1ccc(Oc2ccccc2)cc1	.	48.3	.	.	.	-8.3	33.3
CCCNC(=O)N1[C@H](C#N)[C@H](c2ccc(C3=CCCCC3)cc2)[C@H]1CO	4.0	20.1	-2.2	-0.7	1.5	-3.7	-9.9

Screening data deposited in PubChem BioAssay by Broad Institute.
